STK33 inh – inhibitors of human STK33 kinase | Q9BYT3 | purified STK33, MBP phosphorylation, ADP-Glo luminescence | inhibition, % at 10 µM | 0.073% of 320,000 active;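 active = inhibition at or above 25%, using the most active replicate where run in duplicate; inactive = inhibition below 25%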
Target sequence (Q9BYT3 whole entry, looked up): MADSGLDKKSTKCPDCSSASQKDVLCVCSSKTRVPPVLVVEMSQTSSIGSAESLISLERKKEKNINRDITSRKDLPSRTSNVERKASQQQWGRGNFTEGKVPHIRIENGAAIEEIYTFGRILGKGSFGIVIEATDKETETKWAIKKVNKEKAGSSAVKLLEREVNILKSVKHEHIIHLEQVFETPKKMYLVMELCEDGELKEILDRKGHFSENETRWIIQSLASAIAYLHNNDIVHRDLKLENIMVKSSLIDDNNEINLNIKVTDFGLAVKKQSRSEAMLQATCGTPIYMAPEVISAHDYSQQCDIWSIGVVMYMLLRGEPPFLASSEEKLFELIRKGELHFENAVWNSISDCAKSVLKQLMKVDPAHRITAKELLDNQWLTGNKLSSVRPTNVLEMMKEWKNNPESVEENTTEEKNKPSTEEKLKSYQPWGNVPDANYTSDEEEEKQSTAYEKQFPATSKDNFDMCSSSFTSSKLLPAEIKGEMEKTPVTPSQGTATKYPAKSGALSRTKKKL
CHT block – inhibits the human high affinity choline transporter. Q9GZV3. CHT-expressing cells, membrane potential dye, choline response; active compounds read low. B-score at 10 µM. 0.86% of 310,000 active. AID 488975;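 active = B-score over 3 SD under the library average, and starting fluorescence ratio not unusually high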;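 also: choline stimulus applied at its EC90 after an EC20 pre-addition; B-score computed on integrated fluorescence ratio after choline addition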
Target sequence (Q9GZV3 whole entry, looked up): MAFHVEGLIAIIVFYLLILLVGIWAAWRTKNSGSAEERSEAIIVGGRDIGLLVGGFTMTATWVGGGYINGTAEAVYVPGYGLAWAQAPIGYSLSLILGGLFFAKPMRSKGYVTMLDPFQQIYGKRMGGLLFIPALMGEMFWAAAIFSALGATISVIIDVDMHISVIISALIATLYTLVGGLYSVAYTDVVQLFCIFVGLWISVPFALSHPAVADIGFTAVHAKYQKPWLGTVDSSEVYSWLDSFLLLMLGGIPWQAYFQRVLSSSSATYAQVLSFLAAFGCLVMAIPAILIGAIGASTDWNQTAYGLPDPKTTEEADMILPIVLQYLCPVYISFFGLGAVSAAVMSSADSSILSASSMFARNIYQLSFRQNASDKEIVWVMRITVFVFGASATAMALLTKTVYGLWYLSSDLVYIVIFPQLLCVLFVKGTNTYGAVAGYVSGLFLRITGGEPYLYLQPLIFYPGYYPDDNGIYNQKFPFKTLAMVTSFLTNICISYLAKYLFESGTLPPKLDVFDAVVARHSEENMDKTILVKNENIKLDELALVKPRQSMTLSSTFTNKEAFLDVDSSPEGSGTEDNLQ
CHT allo act – human CHT allosteric activation | 0.49% of 310,000 active | B-score at 10 µM | CHT-expressing cells, membrane potential dye, choline EC20; active compounds read high; LV-AA mutant CHT in HEK293 cells;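 active = initial fluorescence not abnormally high and integrated response B-score, plate-corrected, over 3 SD above library mean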
* = called active by the depositor; i = inactive; · = not tested or not shown; & = joins results of further samples.

Second line of a record: STK33 inh, CHT block, CHT allo act
C#CCn1c(=NC(=O)c2cc(-c3cccs3)nc3ccccc23)sc2cc(S(N)(=O)=O)ccc21
 : -0.1, i, i
COc1ccc(-n2ncc3c2CC(C)(C)CC3NC(=O)CCCN2CCCC2=O)cc1 (stereo not given)
 : 1.8, i, i
CSc1cc(C)c(OCC(=O)Nc2c(C)nn(C)c2C)c(C)c1
 : -2.3, i, i
CCOc1ccccc1/C=C(\C#N)C(=O)NC1CC1
 : -1.6, i, i
CCNC(=O)NC(=O)CN(C)c1ccccc1
 : -1.5, i, i
COc1ccc(-c2noc(CNC(=O)c3ccoc3C)n2)cc1
 : -0.3, i, i
COc1ccccc1OCC(=O)NCc1ccco1
 : -1.3, i, i
O=C(CSc1nc(-c2ccccc2)cc(=O)[nH]1)Nc1ccc(F)c(F)c1
 : -1.0, i, i
Cc1ccc(C)c(NC(=S)N2CCN(CCO)CC2)c1
 : -0.9, i, i
O=C1CCC(C(=O)O)N1 (stereo not given)
 : -0.1, i, i
CN(CC(=O)Nc1cccc(F)c1)C(=O)c1ccc(-c2cccc(C(F)(F)F)c2)o1
 : ·, i, i
Cc1ccc(NC(=O)C2CC(=O)N/C(=N/NC(=O)c3ccc(C)cc3)S2)cc1 (stereo not given)
 : -2.1, i, i
COc1ccccc1N(C(=O)CCl)c1cn(C(C)=O)c2ccccc12
 : -0.1, i, i
Cc1nc(CCNC(=O)CC2C(=O)NCCN2Cc2ccccc2)sc1C (stereo not given)
 : -1.7, i, i
O=C(O)CC1c2ccccc2C=Cc2ccccc21
 : -3.0, i, i
COc1ccc(C(=O)C2CCCN(C(=O)c3cccnc3OC)C2)c(C)c1 (stereo not given)
 : -0.8, i, i
COc1ccc(C(=O)NN2CC(O)=C(c3nc4ccccc4n3C)C2=N)cc1OC
 : -0.3, i, i
CCc1nnc(NC(=O)CSc2nnc(CNc3cccc(Cl)c3)n2CC)s1
 : -2.4, i, i
Nc1nonc1-n1nnc(C(=O)N/N=C/c2ccc(Br)cc2)c1CSC1=NCCS1
 : ·, i, i
O=C(CCS(=O)(=O)c1ccc(Br)cc1)Nc1cc(F)ccc1F
 : -1.5, i, i
O=C(c1cc(-c2ccccc2)on1)N1CCc2ccccc2C1
 : -2.7, i, i
CC(C)CC(=O)N1CCC(O)(CS(=O)(=O)Cc2ccccc2Cl)CC1
 : -1.5, i, i
C=CCc1ccc(OCCCCN2CC(C)CC(C)C2)c(OC)c1 (stereo not given)
 : -1.4, i, i
CC1=C(C#N)C(NC(=O)c2ccccc2Cl)(C(F)(F)F)C(=O)N1 (stereo not given)
 : 0.4, i, i
O=C(Nc1cc(S(=O)(=O)N2CCCCCC2)ccc1OCC(F)(F)F)C1CCC1
 : -2.2, i, i
O=S(=O)(Nc1ccc(S(=O)(=O)N2CCCCC2)cc1)c1cccs1
 : -1.8, i, i
Cn1c(=O)cc(SCC(=O)N2CCN(C(=O)c3ccco3)CC2)c2ccccc21
 : -0.3, i, i
O=C(CC1Sc2ncnn2C1=O)Nc1ccc(Br)cc1 (stereo not given)
 : 4.8, i, i
CCOC(=O)C(CC)Sc1cc(C)nc2ccc(OC)cc12 (stereo not given)
 : -1.2, i, i
CC(=O)C(C(c1ccccc1)c1c[nH]c2ccccc12)[N+](=O)[O-] (stereo not given)
 : -0.4, i, i
OCC1OC(n2cnc3c(NCCc4ccccc4)ncnc32)C(O)C1O (stereo not given)
 : -0.7, i, i
Fc1ccc(COc2cccc(CNCc3ccncc3)c2)cc1
 : -1.8, i, i
Cc1cc(OCC(=O)N2CCOCC2)c(C(C)C)cc1Cl
 : -0.5, i, i
CC(C)(C)Nc1c(-c2cccs2)nc2ccccn12
 : 1.6, i, i
O=C1c2ccccc2CN1CCNS(=O)(=O)c1ccc2ccccc2c1
 : 0.9, i, i
COc1ccc(-c2noc(C(C)n3nc(C)c([N+](=O)[O-])c3C)n2)cc1OC (stereo not given)
 : -0.6, i, i
CCc1nn2c(=O)cc(COc3ccc(NC(=O)c4ccco4)cc3)nc2s1
 : 2.7, i, i
O=C(Nc1ccccc1)N1CCCN(c2ccc(C(F)(F)F)cn2)CC1
 : -1.9, i, i
CCCCN(CC)CCCNC(=O)CC1Nc2ccccc2NC1=O (stereo not given)
 : 2.6, i, i
COc1ccccc1/C=C/[C@@H]1C[C@H]2CN(Cc3cccc(Cl)c3)C(=O)[C@]23CCCN13
 : 1.2, i, i
Cc1ccc(C(=O)N2CCN(CCNC(=O)C(=O)NC(C)C)CC2)cc1
 : 3.1, i, i
CNCC(=O)N1CCN(c2ncc(C(F)(F)F)cc2Cl)CC1
 : -0.7, i, i
CCOc1ccccc1CNC(=O)C1CCN(c2nnc(C)c3c(C)n(-c4ccc(C)cc4)nc23)CC1
 : 0.3, i, i
C=CCNC(=O)Nc1ccc2oc(C)nc2c1
 : -0.9, i, i
CC1CC(C)CN(C(=O)CNS(=O)(=O)c2ccc(Br)s2)C1 (stereo not given)
 : -0.4, i, i
CN(C)c1nc(OCCOC(=O)COc2ccc(Cl)cc2Cl)nc(N(C)C)n1
 : -0.3, i, i
CCOP(=O)(OCC)C(NC(=O)Nc1ccc(C)c(Cl)c1)c1ccccc1 (stereo not given)
 : -1.5, i, i
COc1ccccc1C(=O)NNC(=O)C(=O)NC(C)C
 : 0.8, i, i
O=C(C1CCCO1)N(c1cccc(Cl)c1)C1C=CS(=O)(=O)C1 (stereo not given)
 : 0.9, i, i
Cc1cc(CNC(=O)c2cc(COc3c(F)cccc3F)on2)nn1C
 : -0.1, i, i

Individual results from the results shown:
O=C(C1CCCO1)N(c1cccc(Cl)c1)C1C=CS(=O)(=O)C1 (stereo not given) in STK33 inh has 0.9
CN(C)c1nc(OCCOC(=O)COc2ccc(Cl)cc2Cl)nc(N(C)C)n1 in STK33 inh has -0.3
C=CCNC(=O)Nc1ccc2oc(C)nc2c1 in STK33 inh has -0.9
Cc1cc(CNC(=O)c2cc(COc3c(F)cccc3F)on2)nn1C in STK33 inh has -0.1

Following part:
Second line of a record: STK33 inh, CHT block, CHT allo act
CCOC(=O)n1c(=O)oc2cc(S(=O)(=O)N3CCCCC3)ccc21
 : -1.8, i, i
Cc1ccccc1C(=O)Nc1ccccc1N1CCCCC1
 : 0.5, i, i
COC(C)(C)[C@H](O)COc1c2ccoc2cc2oc(=O)ccc12
 : 0.1, i, i
Cc1ccc(N)cc1NC(=O)CN1CCOCC1
 : -0.8, i, i
CC(=O)Nc1ccc(C(=O)NCCN2CCOCC2)cc1
 : -1.5, i, i
C=CCN1C(=O)C(Cc2ccc(SC(F)F)cc2)SC1=Nc1ccc(C(=O)O)cc1 (stereo not given)
 : -1.4, i, i
O=C(CSc1ncn[nH]1)NCCOc1ccccc1
 : -0.5, i, i
Cc1ccc(C(C)(O)CS(=O)(=O)Cc2ccccc2Cl)cc1 (stereo not given)
 : -0.8, i, i
CCc1cc(=O)oc2c3c(cc(OCC(=O)NCCCn4ccnc4)c12)OC(C)(C)CC3
 : 0.0, i, i
COc1ccc(NC(=O)C(NC(=O)CC2NC(=O)NC2=O)c2ccccc2)cc1 (stereo not given)
 : -2.3, i, i
CN(C)CCN(C(=O)c1ccc(S(=O)(=O)N(C)c2ccccc2)cc1)c1nc2cc3c(cc2s1)OCCO3
 : 1.9, i, i
COc1ccc(OCCOC(=O)c2ccc(-n3cnnn3)cc2)cc1
 : -0.7, i, i
O=C1c2ccccc2C(=O)N1OCCOCCOCCBr
 : 0.0, i, i
Cc1ccccc1Oc1cc(-n2ncc(Cl)c(Cl)c2=O)ncn1
 : -1.6, i, i
CC(C)CN1C(=O)CC(Sc2ccccc2C(=O)O)C1=O (stereo not given)
 : -0.3, i, i
COc1ccc(/C=N/NC(=O)c2ccc(Cn3cc([N+](=O)[O-])cn3)o2)c(OC)c1C
 : -0.4, i, i
O=C(COc1ccc(S(=O)(=O)N2CCOCC2)cc1)NCCN1CCOCC1
 : 0.2, i, i
Cc1cccc(NC(=S)N/N=C(\c2ccccc2)C(C)C)c1
 : -0.5, i, i
Cc1ccc(/C=N/NC(=O)c2ccc(NC(=O)c3ccc(Cl)cc3)cc2)o1
 : -0.4, i, i
O=C(c1ccc(OC2CCN(Cc3ccc(F)cc3)CC2)cc1)N1CCCC1
 : -3.3, i, i
O=C(O)c1ccc(CSc2nc3ccccc3o2)cc1
 : -0.2, i, i
C=CCNC(=O)COc1coc(CN2CCN(Cc3ccccc3)CC2)cc1=O
 : -3.3, i, i
COc1ccc(Nc2nnc(SC(C(=O)Nc3ccc(OC)c(Cl)c3)c3ccccc3)s2)cc1 (stereo not given)
 : -0.4, i, i
COC(=O)c1cc(C(=O)c2cc(F)ccc2O)cn2c(=O)c3c(C)c(C)sc3nc12
 : -1.7, i, i
CCOc1ccc(CCNC(=O)CSCc2ccc(C)cc2)cc1OCC
 : -1.4, i, i
CCOc1ccc(NC(=O)NCCN2CCN(c3cccc(C)c3C)CC2)cc1
 : 0.2, i, i
CCn1c(=O)cc(OCC(=O)NCC2CCCO2)c2ccccc21 (stereo not given)
 : -0.8, i, i
CC(=O)c1cc2c(=O)c3cc(C)ccc3oc2nc1C
 : -0.8, i, i
O=C(N/N=C\c1ccc(OC(=O)c2ccco2)cc1)c1ccc(Cl)cc1
 : -0.7, i, i
COc1ccc(OC)c(S(N)(=O)=O)c1
 : -0.8, i, i

Whole records, quoted from the list:
`O=C(N/N=C\c1ccc(OC(=O)c2ccco2)cc1)c1ccc(Cl)cc1` is listed with STK33 inh: -0.7; CHT block: i; CHT allo act: i
`O=C(O)c1ccc(CSc2nc3ccccc3o2)cc1` is listed with STK33 inh: -0.2; CHT block: i; CHT allo act: i

Back to the main list, starting six compounds before the break.
Second line of a record: STK33 inh, CHT block, CHT allo act
CCOc1ccc(CCNC(=O)CSCc2ccc(C)cc2)cc1OCC
 : -1.4, i, i
CCOc1ccc(NC(=O)NCCN2CCN(c3cccc(C)c3C)CC2)cc1
 : 0.2, i, i
CCn1c(=O)cc(OCC(=O)NCC2CCCO2)c2ccccc21 (stereo not given)
 : -0.8, i, i
CC(=O)c1cc2c(=O)c3cc(C)ccc3oc2nc1C
 : -0.8, i, i
O=C(N/N=C\c1ccc(OC(=O)c2ccco2)cc1)c1ccc(Cl)cc1
 : -0.7, i, i
COc1ccc(OC)c(S(N)(=O)=O)c1
 : -0.8, i, i
COc1ccc(C(NC(=O)C(C)C)c2c(O)ccc3ccccc23)cc1 (stereo not given)
 : 5.1, i, i
CCN(CC)S(=O)(=O)c1ccc(NC(=O)c2cnccn2)cc1
 : -4.4, i, i
COc1ccc(-c2ccc(NS(=O)(=O)c3cccc([N+](=O)[O-])c3)cc2)nn1
 : 0.2, i, i
COc1ccc(OC)c(C(=O)c2ccccc2)c1
 : -0.8, i, i
CCc1ccc(C(C)NC(=O)C2(C)CC2(Br)Br)cc1 (stereo not given)
 : -1.0, i, i
Cc1c(NC(=O)CCSc2ccc(Cl)cc2)c(=O)n(-c2ccccc2)n1C
 : -0.7, i, i
CCSc1nc2ccccc2c(=O)n1C1CCOC(C)(C)C1 (stereo not given)
 : -0.1, i, i
CCOC(=O)c1c(C)nc2ccc(Cl)cc2c1-c1ccccc1
 : 3.2, i, i
CCCc1nnc(NC(=O)CSc2nc3ccccc3[nH]2)s1
 : 0.5, i, i
Cc1ccc(NC(=O)CN2C(=O)NC3(CCCC3)C2=O)nc1
 : -0.3, i, i
Cc1nc2cc(NC(=O)Nc3ccc(N4CCOCC4)cc3)ccc2n1C
 : -2.2, i, i
Cc1cc(Br)ccc1NC(=O)CNC(=O)Cc1ccc(S(=O)(=O)N2CCOCC2)s1
 : -1.3, i, i
COC(=O)c1ccc(C(=O)OC)c(NC(=O)CN(c2ccc3c(c2)OCO3)S(C)(=O)=O)c1
 : 1.1, i, i
COc1cccc(C(=O)N2N=C(c3ccccn3)CC2(O)C(F)(F)F)c1 (stereo not given)
 : 1.0, i, i
CCOC(=O)c1cc(-c2ccccc2)nn1CC1CC(c2cccc([N+](=O)[O-])c2)=NO1 (stereo not given)
 : -0.9, i, i
CCOC(=O)C(Cc1ccccc1)NC(=O)CNC(C)=O (stereo not given)
 : 0.2, i, i
COCCCNC(=O)Cn1nc(-c2cccc(OC)c2)ccc1=O
 : -4.3, i, i
Cc1occc1C(=O)N(C)CC1CCCN(CCc2ccccc2F)C1 (stereo not given)
 : 5.9, i, i
C[C@H]1O[C@@H](O[C@H]2[C@@H](O)C[C@H](O[C@H]3[C@@H](O)C[C@H](O[C@H]4CC[C@@]5(C)[C@H](CC[C@@H]6[C@@H]5C[C@@H](O)[C@]5(C)[C@@H](C7=CC(=O)OC7)CC[C@]65O)C4)O[C@@H]3C)O[C@@H]2C)C[C@H](O)[C@@H]1O
 : -0.3&3.2, i, i
COc1cc(OC)cc(-c2cc(NC(C)=O)n[nH]2)c1
 : 0.7, i, i
O=S1(=O)CCN(C(CO)c2ccccc2)CC1 (stereo not given)
 : -0.2, i, i
COc1ccccc1OC(C)C(=O)Nc1ccc2c(c1)OCCO2 (stereo not given)
 : -0.8, i, i
S=C(NCCc1ccccc1)NC1CCCCCC1
 : -0.7, i, i
O=C(CSc1ncn[nH]1)Nc1nc(-c2ccccc2)cs1
 : -1.6, i, i
Cc1ccc(S(=O)(=O)Nc2cccc(C(=O)NCC(c3ccco3)N(C)C)c2)cc1F (stereo not given)
 : -0.3, i, i
Cc1sc2ccccc2[n+]1CC(=O)c1ccccc1
 : 0.7, i, i
Cc1ccccc1C(=O)NCCOc1ccccc1Cl
 : ·, i, i
Cc1cc(C)c(OCC(=O)N(Cc2cccs2)C2CCS(=O)(=O)C2)c(C)c1 (stereo not given)
 : 0.4, i, i
